# DLD1 CTGF mRNA = YAP1 pathway inhibitors via CTGF transcript, primary screen, DLD1 colon cancer cells, RT-qPCR, single point (AID 743449); 0.9% of 9,900 active; inhibition, % at 12.5 µM; DLD1 CTGF mRNA qPCR, 24 h; stronger effect = higher value;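 active = mean normalized replicate activity at least 50 and at least half of replicates each reaching 50; inconclusive = only one of the two criteria met; inactive = neither criterion met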;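 note: 0% = neutral control wells and 100% = dasatinib control wells; higher means stronger suppression of CTGF expression like dasatinib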
# Pax4 mRNA alpha TC1 = activators of Pax4 gene expression, primary screen, RT-PCR, mouse alpha TC1 cells, single point (AID 1053180) | activation, % at 10 µM | 0.2% of 9,600 active | mouse alpha TC1 cells, Pax4 mRNA qPCR, 6 days; stronger effect = higher value; 100% = Pax4 plasmid added at qPCR;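 active = highest normalized replicate activity of 15 or more, or at least half the replicates reach 15 or more; inactive = neither condition met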;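 note: pax4 Ct normalized to GAPDH with activation seen as lower delta delta Ct; plate controls were plate neutral control wells for no effect and Pax4 plasmid positive control for full effect; each compound tested in two replicate wells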
# An asterisk follows results filed as active; ? = inconclusive; / = no result given. These rows are one share of the data, so the mix of outcomes need not match the whole.
SMILES,DLD1 CTGF mRNA,Pax4 mRNA alpha TC1
COCCNC(=O)C[C@@H]1C[C@H]2c3cc(NC(=O)CN(C)C)ccc3O[C@H]2[C@H](CO)O1,0,0.0
CO[C@H]1CN(C)C(=O)c2ccc(NC(=O)c3nc4ccccc4s3)cc2OC[C@@H](C)N(Cc2cccnc2)C[C@@H]1C,1,0.0
CC(C)NC(=O)N1[C@@H](CO)[C@@H]2c3ccccc3NC[C@@H]21,-4,0.0
C[C@@H]1CCCCO[C@@H](CN(C)C(=O)CCCN(C)C)[C@H](C)CN([C@H](C)CO)C(=O)c2cc(NC(=O)Nc3ccc4c(c3)OCO4)ccc2O1,-2,0.0
C[C@@H]1CN([C@@H](C)CO)C(=O)c2cccc(N(C)C)c2O[C@H]1CN(C)Cc1ccncc1,0,0.0
O=C(C[C@@H]1CC[C@@H]2NC[C@H](O)COC[C@H]2O1)NCCc1ccncc1,-15,0.0
CC(=O)N1CCCCN2[C@@H](CO)[C@H](c3ccc(-c4ccccc4)cc3)[C@@H]2C1,62*,0.0
CS(=O)(=O)N1Cc2cc(C(=O)NCC3CC3)nc(-c3cccc(-c4cncnc4)c3)c2[C@@H]1CCO,5,0.0
C[C@H]1CCCCO[C@@H](CN(C)Cc2ccncc2)[C@@H](C)CN([C@@H](C)CO)C(=O)c2cc(NC(=O)Cc3ccccc3)ccc2O1,7,0.0
CO[C@@H]1CN(C)C(=O)c2cc(NS(=O)(=O)CC(F)(F)F)ccc2OC[C@@H](C)NC[C@@H]1C,-20,0.0
O=C(CN1CCOCC1)N1CC(=O)N2[C@H](CO)[C@@H](c3ccc(-c4cccc(F)c4)cc3)[C@H]2C1,-52,0.0
CCCNC(=O)Nc1ccc2c(c1)OC[C@@H](C)N(Cc1cncnc1)C[C@H](C)[C@H](OC)CN(C)C2=O,-3,0.0
C[C@@H]1CN([C@H](C)CO)C(=O)c2c(c3ccccc3n2C)-c2ccccc2CO[C@@H]1CN(C)Cc1cccc(C(F)(F)F)c1,?,0.3
O=C(C[C@@H]1C[C@@H]2c3cc(NS(=O)(=O)c4ccc(F)cc4)ccc3O[C@@H]2[C@@H](CO)O1)N1CCc2ccccc2C1,22,0.0
COc1cccc(C(=O)Nc2ccc3c(c2)C(=O)N(C)[C@H]2CC[C@H](CC(=O)Nc4ccc5c(c4)CCCC5)O[C@@H]2CO3)c1,-16,0.0
O=S(=O)(c1ccccc1)N1CCCCN2[C@@H](CO)[C@H](c3ccc(C#CC4CCCC4)cc3)[C@@H]2C1,1,0.0
CCCN1C[C@@H](C)[C@@H](OC)CN(C)C(=O)c2ccc(NS(=O)(=O)c3cn(C)cn3)cc2OC[C@@H]1C,14,0.0
O=C(NC[C@H]1[C@H](c2ccccc2)[C@H](CO)N1Cc1cccnc1)c1ccccn1,-7,0.0
N#C[C@H]1[C@H](c2ccc(-c3cccnc3)cc2)[C@@H](CO)N1C(=O)C1CCOCC1,-4,0.0
COCC(=O)N1[C@@H]2Cn3c(ccc(/C=C/c4ccccc4)c3=O)[C@H]1[C@@H](C(=O)N1CCOCC1)[C@@H]2CO,-23,0.0
O=C(C[C@@H]1CC[C@H]2[C@@H](COC[C@H](O)CN2CC2CCOCC2)O1)NCC1CCCCC1,8,0.0
CN1CCN(C(=O)C[C@@H]2CC[C@@H]3[C@H](COC[C@H](O)CN3C(=O)Nc3ccc4c(c3)OCO4)O2)CC1,-18,0.0
N#Cc1cccc(-c2ccc3c(c2)[C@@H]2[C@@H](CCN2C(=O)c2ccccc2F)[C@H](CO)N3)c1,21,0.0
O=C(C[C@H]1CC[C@@H]2[C@H](COC[C@@H](O)CN2Cc2ccc(Oc3ccccc3)cc2)O1)N1CCN(c2ccccc2)CC1,0,0.6
COc1ccccc1NC(=O)N1CCCCN2[C@H](C1)[C@@H](c1ccc(-c3cccc(C#N)c3)cc1)[C@@H]2CO,-10,0.0

# Additional records
SMILES,DLD1 CTGF mRNA,Pax4 mRNA alpha TC1
O=C(CN1CCOCC1)N1CC2(C1)[C@@H](c1ccccc1)[C@H](CO)N2Cc1cccc(F)c1,-29,/
O=C(C1CCOCC1)N1CC(=O)N2[C@H](C1)[C@H](c1ccc(/C=C/c3ccccc3)cc1)[C@@H]2CO,31,0.0
CC(=O)N1[C@H](CO)[C@H]2c3ccccc3N(C(=O)c3ccc(F)cc3)C[C@H]21,4,0.0
CCC(=O)N1Cc2cc(C(=O)N(C)C)nc(-c3cccc(-c4cncnc4)c3)c2[C@H]1CCO,6,0.0
CCS(=O)(=O)N1CC2(C1)[C@@H](c1ccccc1)[C@@H](CO)N2Cc1ccc(F)cc1,-4,/
O=C(Cc1ccncc1)Nc1ccc2c(c1)[C@H]1C[C@@H](CC(=O)N3CCc4ccccc4C3)O[C@@H](CO)[C@H]1O2,14,0.0
C[C@@H]1CN([C@H](C)CO)C(=O)c2cccc(NS(=O)(=O)c3ccc(F)cc3)c2O[C@@H]1CN(C)Cc1ccc(Cl)c(Cl)c1,-21,0.0
C[C@@H]1CCCCO[C@@H](CN(C)S(=O)(=O)c2ccc(Cl)cc2)[C@H](C)CN([C@@H](C)CO)C(=O)c2cc(NC(=O)Nc3ccc(C(F)(F)F)cc3)ccc2O1,12,0.2
CCCNC(=O)N1CC2(CCN(Cc3nccs3)CC2)c2c([nH]c3cc(OC)ccc23)[C@@H]1CO,18,0.0
C[C@H]1CN([C@@H](C)CO)S(=O)(=O)c2ccc(-c3cccc(C#N)c3)cc2O[C@@H]1CN(C)C(=O)c1ccccc1,19,0.0
OC[C@@H]1[C@@H](c2ccc(-c3cccc(F)c3)cc2)[C@H]2CN(Cc3cncnc3)CCCCN12,-13,0.0
C[C@H](CO)N1C[C@H](C)[C@@H](CN(C)S(=O)(=O)c2ccc(Cl)cc2)Oc2ccc(NC(=O)Cn3cnnn3)cc2CC1=O,-34,0.0
CCc1nc(N2[C@H](CO)[C@H](c3ccccc3-c3ccccc3C)[C@@H]2C#N)sc1C,?,0.0
O=C(CCN1CCCCC1)N[C@H]1CC[C@H](CCn2cc(-c3cccc(F)c3)nn2)O[C@H]1CO,-22,0.0
O=C(NC[C@H]1[C@H](c2ccccc2)[C@H](CO)N1C(=O)Cc1ccncc1)C1CCC1,15,0.0
N#C[C@@H]1[C@@H](c2ccc(/C=C/c3ccccc3)cc2)[C@@H](CO)N1C(=O)C1CCCC1,11,0.0
CS(=O)(=O)N1C[C@@H]2N[C@H](C1)[C@@H]2c1ccc(-c2ccccc2)cc1,-148,0.0
COc1ccc2c3c(n(C)c2c1)[C@@H](CO)NCC31CCN(Cc2ccncc2)CC1,6,0.0
CCCNC(=O)N1C[C@@H](C)[C@@H](OC)CN(C)C(=O)c2ccc(NC(=O)CC)cc2OC[C@@H]1C,-9,0.0
OC[C@@H]1[C@H](c2ccccc2)C2(CN(Cc3nccs3)C2)N1CC1CCOCC1,-15,/
N#C[C@@H]1[C@H](c2ccc(C3=CCCC3)cc2)[C@@H](CO)N1C(=O)c1ccccn1,-18,0.0
CCC(=O)N1C[C@H]2[C@@H](c3ccccc31)[C@H](CO)N2Cc1ccc(F)cc1,10,0.0
Cc1noc(C)c1S(=O)(=O)Nc1ccc2c(c1)C(=O)N([C@@H](C)CO)C[C@@H](C)[C@@H](CN(C)Cc1ccc(C(=O)O)cc1)OCCCC[C@H](C)O2,-8,0.0
COc1ccc(NC(=O)N(C)C[C@@H]2Oc3ccc(NC(=O)CCN4CCOCC4)cc3C(=O)N([C@H](C)CO)C[C@H]2C)cc1,-28,0.0
O=C(Cc1ccncc1)NCC[C@@H]1CC[C@H](NS(=O)(=O)c2ccccc2Cl)[C@H](CO)O1,14,0.0

# Rewritten field by field: entries from further up.
O=S(=O)(c1ccccc1)N1CCCCN2[C@@H](CO)[C@H](c3ccc(C#CC4CCCC4)cc3)[C@@H]2C1
  DLD1 CTGF mRNA: 1; Pax4 mRNA alpha TC1: 0.0

CCCN1C[C@@H](C)[C@@H](OC)CN(C)C(=O)c2ccc(NS(=O)(=O)c3cn(C)cn3)cc2OC[C@@H]1C
  DLD1 CTGF mRNA: 14; Pax4 mRNA alpha TC1: 0.0

O=C(NC[C@H]1[C@H](c2ccccc2)[C@H](CO)N1Cc1cccnc1)c1ccccn1
  DLD1 CTGF mRNA: -7; Pax4 mRNA alpha TC1: 0.0

N#C[C@H]1[C@H](c2ccc(-c3cccnc3)cc2)[C@@H](CO)N1C(=O)C1CCOCC1
  DLD1 CTGF mRNA: -4; Pax4 mRNA alpha TC1: 0.0

# (further entries)
SMILES,DLD1 CTGF mRNA,Pax4 mRNA alpha TC1
O=C(C[C@@H]1CC[C@H]2[C@@H](COC[C@@H](O)CN2C(=O)c2ccccc2F)O1)NCc1ccc(Cl)c(Cl)c1,0,0.0
Cc1ccccc1-c1ccc([C@H]2[C@@H](CO)N3CCCCN(S(=O)(=O)Cc4ccccc4)C[C@H]23)cc1,-18,0.1
C[C@H]1CN([C@@H](C)CO)C(=O)c2cc(-c3ccc(F)cc3)cnc2O[C@@H]1CN(C)S(C)(=O)=O,7,0.0
CN1[C@H](C(=O)Nc2nccs2)[C@@H](CO)[C@@H]2Cn3c(ccc(-c4ccccc4F)c3=O)[C@@H]21,-3,0.0
Cc1ccc(S(=O)(=O)N2C[C@H](O)COC[C@H]3O[C@@H](CC(=O)N4CCc5ccccc5C4)CC[C@@H]32)cc1,14,0.0
C[C@@H]1CN([C@@H](C)CO)C(=O)c2cc(C3=CCCC3)cnc2O[C@H]1CN(C)C(=O)Nc1ccc(C(F)(F)F)cc1,-59,0.3
C[C@H]1CN([C@@H](C)CO)C(=O)c2cc(C3=CCCC3)cnc2O[C@H]1CN(C)C(=O)Nc1ccc(C(F)(F)F)cc1,8,0.1
COc1ccccc1-c1cn(CC[C@@H]2CC[C@@H](NC(=O)C3CCCCC3)[C@H](CO)O2)nn1,6,0.0
CC(C)NC(=O)N1CC(=O)N2[C@H](C1)[C@H](c1ccc(/C=C/c3ccccc3)cc1)[C@@H]2CO,-15,0.0
COc1cccc(-c2ccc3c(c2)O[C@H](CN(C)Cc2cccnc2)[C@@H](C)CN([C@@H](C)CO)S3(=O)=O)c1,-97,0.0
O=C(C[C@@H]1CC[C@@H](NC(=O)CN2CCOCC2)[C@H](CO)O1)NC1CCC1,-15,0.0
O=S(=O)(NC[C@@H]1[C@@H](c2ccccc2)[C@@H](CO)N1CC1CC1)c1ccccc1,-32,0.0
C[C@@H]1CN([C@H](C)CO)C(=O)CCCn2nncc2CO[C@H]1CN(C)S(=O)(=O)c1ccc2c(c1)OCCCO2,12,0.0
C[C@@H]1CN([C@@H](C)CO)C(=O)c2cc(NC(=O)CCCN(C)C)ccc2O[C@H]1CN(C)Cc1ccc(Cl)c(Cl)c1,7,0.0
O=C(c1cccnc1)N1CC(=O)N2[C@H](CO)[C@H](c3ccc(-c4ccccc4F)cc3)[C@@H]2C1,7,0.0
COCC(=O)N1CC2(CCN(Cc3cccnc3)CC2)c2c(n(C)c3cc(OC)ccc23)[C@H]1CO,15,0.0
N#C[C@@H]1[C@H](c2ccccc2-c2ccccc2F)[C@@H](CO)N1C(=O)c1ccccn1,-14,0.0
COc1ccccc1S(=O)(=O)N1CC[C@@H]2[C@@H](CO)Nc3ccc(-c4ccc(C#N)cc4)cc3[C@@H]21,-100,0.1
Cc1ccc(S(=O)(=O)N2C[C@@H]3[C@H](c4ccccc42)[C@H](CO)N3Cc2cccnc2)cc1,1,0.0
CCCNC(=O)N1CC2(C1)CN(S(C)(=O)=O)[C@@H](CO)c1c2c2ccc(OC)cc2n1C,-13,0.1
CN(C)CC(=O)N1[C@H](C#N)[C@H](c2ccccc2-c2ccccc2F)[C@H]1CO,-6,0.0
COc1ccc2c3c([nH]c2c1)[C@H](CO)N(S(C)(=O)=O)CC31CCN(C(=O)Nc2ccccc2)CC1,34,0.0
C[C@@H]1CN([C@@H](C)CO)C(=O)c2cc(NC(=O)Nc3ccccc3)ccc2O[C@@H](C)CCCCO[C@@H]1CN(C)C(=O)Nc1ccccc1,63*,0.0
N#C[C@@H]1[C@H](c2ccccc2-c2ccccc2F)[C@@H](CO)N1C(=O)Cc1ccccc1,-8,0.0
COc1ccc(NC(=O)N2CCCCN3[C@H](C2)[C@H](c2ccc(-c4ccccc4F)cc2)[C@@H]3CO)cc1,26,0.0

# Next part.
SMILES,DLD1 CTGF mRNA,Pax4 mRNA alpha TC1
O=C(C[C@@H]1CC[C@@H](NC(=O)c2ccc(F)cc2)[C@@H](CO)O1)NCCc1ccccc1,11,0.0
C/C=C/c1ccccc1[C@H]1[C@H](C#N)N(C(=O)c2cccnc2)[C@H]1CO,3,0.0
Cc1noc(C)c1NC(=O)N1C[C@@H](O)COC[C@H]2O[C@H](CC(=O)N[C@H]3CCN(Cc4ccccc4)C3)CC[C@@H]21,36,0.1
O=S(=O)(c1ccc(F)cc1)N1CCCCN2[C@H](CO)[C@@H](c3ccc(-c4cncnc4)cc3)[C@@H]2C1,28,0.0
CO[C@H]1CN(C)C(=O)c2cc(NC(=O)c3ccccc3F)ccc2OC[C@@H](C)N(CC2CCOCC2)C[C@H]1C,-5,0.0
O=C(Nc1ccccc1F)N[C@@H]1CC[C@@H](CCNC(=O)C2CC2)O[C@@H]1CO,2,0.0
CC(C)COC(=O)N(C)C[C@H]1OCc2ccccc2-c2ccccc2C(=O)N([C@H](C)CO)C[C@H]1C,18,0.0

# Compound activity deposited in PubChem by Broad Institute.
